ERK EGF inh = blocks ERK signaling stimulated by EGF; 130,000 compounds, 0.41% hits; HEK293-V1b, EGF-stimulated phospho-ERK AlphaScreen; Potency, µM (top dose mostly 11.5 µM), for the others: at the top dose activity change, negative = inhibition, most hits filed as inhibitors; active means well fitted inhibition curve with a large enough effect; inconclusive means small, poorly fitted or top-dose-only effect, or effect the other way;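 further: plate controls were stimulated vehicle wells for no effect and unstimulated vehicle basal for full effect; nearly all actives have a fitted effect of over 55% in size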
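Readout: AlphaScreen signal for phosphorylated ERK in lysed HEK293 cells stably expressing V1b. Stimulus 25 nM EGF, 5 min, following 30 min compound exposure. Data scaled to DMSO basal and full EGF activation.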
* = called active by the depositor; ? = inconclusive; & = joins results of further samples; [ ] = another dose, or the depositor's remark. Potency means the concentration at half of the fitted maximal effect. The list is partial; rates above refer to the full screens.

The opening 4 compounds, ahead of the listing:
SMILES | ERK EGF inh
O=c1[nH]c(O)c(C=NCCc2ccccc2)c(=O)[nH]1 | 5.0%[57.5 µM]
Oc1ccc2c3c1O[C@H]1[C@@H](O)CC[C@]4(O)[C@H](C2)N(CC2CCC2)CC[C@@]314 | 10.9%[25.7 µM]
O=c1c2ccccc2nc(/C=C/c2ccc(F)cc2)n1-c1ccccn1 | 8.9%[57.5 µM]
Cn1cc(C(=O)NP(=O)(N2CCOCC2)N2CCOCC2)c2ccccc21 | 7.9%

The whole of this part (from the top)
SMILES | ERK EGF inh
O=c1[nH]c(O)c(C=NCCc2ccccc2)c(=O)[nH]1 | 5.0%[57.5 µM]
Oc1ccc2c3c1O[C@H]1[C@@H](O)CC[C@]4(O)[C@H](C2)N(CC2CCC2)CC[C@@]314 | 10.9%[25.7 µM]
O=c1c2ccccc2nc(/C=C/c2ccc(F)cc2)n1-c1ccccn1 | 8.9%[57.5 µM]
Cn1cc(C(=O)NP(=O)(N2CCOCC2)N2CCOCC2)c2ccccc21 | 7.9%
CCn1c(O)c(C=Nc2ccc(S(N)(=O)=O)cc2)c(=O)[nH]c1=S | 4.3%
COc1ccc(C(=O)C23CN4CN(CN(C4)C2)C3)cc1 | 1.0%[57.5 µM]
Cn1c(O)c(C(=NCCc2c[nH]c3ccccc23)c2ccccc2)c(=O)n(C)c1=O | -5.3%
O=C(Cc1ccccc1)OCn1nnc2ccccc2c1=O | -5.3%
CN1CCN(/N=C/c2c(O)n(Cc3ccc(F)cc3)c(=O)[nH]c2=O)CC1 | -0.8%[57.5 µM]
CCCCN1CCC(O)(c2ccccc2)C(C(=O)c2ccccc2)C1 (configuration not stated) | -8.6%
C/C(=N\NC(=O)c1ccncc1)c1c(O)n(-c2ccccc2)c(=O)[nH]c1=O | -9.5%[57.5 µM]
N#Cc1ccccc1Cn1cc(C(=O)c2ccccc2F)c2ccccc21 | -10.0%
C[C@]12CC(=CO)C(=O)C[C@@H]1CC[C@@H]1[C@@H]2CC[C@@]2(C)[C@H]1CC[C@]2(C)O | ?
C=CCN1C(=O)NC(=O)/C(=C/c2cc3c4c(c2)CCCN4CCC3)C1=O | 9.4%
CC1(C)CC(CCNCc2ccc3c(c2)OCO3)(Cc2ccccc2)CCO1 (configuration not stated) | -14.0%
CCOC(=O)c1c(/N=C/C2C(=O)NC(=S)NC2=O)sc2c1CCC2 | -1.5%
CC(C)c1ccc(N=Cc2c(O)n(C3CC3)c(=S)[nH]c2=O)cc1 | ?
CCC(C)n1c(O)c(/C=N/Nc2ccccc2)c(=O)[nH]c1=S (configuration not stated) | -3.8%
Cc1cccc2c3c(ccc12)C1=C(C(=O)C3=O)C(C)CO1 (configuration not stated) | ?
COc1ccc(-n2c(/C=C3\C(=O)Nc4ccccc43)nc3ccccc3c2=O)cc1 | -2.9%
CC(=O)N1CCCSC1=Nc1ccccc1 | 2.9%
CN1[C@@H]2CC[C@H]1CC(OC(c1ccc(F)cc1)c1ccc(F)cc1)C2 (some centres not stated) | 7.4%
CC([C@H](O)c1ccccc1)N(C)C (some centres not stated) | 0.5%
C/C(CC(c1ccccc1)c1c(O)c2ccccc2oc1=O)=N\Nc1ccc([N+](=O)[O-])cc1[N+](=O)[O-] (configuration not stated) | ?
O=C1N=c2ccccc2=C/C1=C\c1c(O)[nH]c(=S)[nH]c1=O | -15.1%
Later entries:
SMILES | ERK EGF inh
COc1c(C)cc(C(=O)C2CCCN(C3CCOCC3)C2)cc1C (configuration not stated) | -0.8%
COc1cc2c(cc1OC)-c1c(O)c(OC)cc3c1[C@H](C2)N(C)CC3 | 9.5%
CN1CC[C@@]2(CCCN(C(=O)c3ccncc3)C2)C1 | -2.6%
OCC#CC[N+]1(CC#Cc2ccccc2)CCOCC1 | -0.8%
C[N+](C)(C)CCc1ccc(O)cc1 | 8.8%[57.5 µM]
Nc1c(C(=O)NCCN2CCOCC2)c2nc3ccccc3nc2n1Cc1ccccc1 | -2.4%[57.5 µM]
CC(C)CN1CCCC2(CCN(C(=O)Oc3ccccc3)CC2)C1 | -2.6%
COc1ccc(-c2[nH]ncc2CNC(C)Cc2cccc(C)n2)cc1F (configuration not stated) | -19.7%
O=C(CN1CCCCC1)c1ccc2c(c1)OCO2 | 4.4%[57.5 µM]
CCOC(=O)c1c(/N=C/C2C(=O)NC(=S)NC2=O)sc(C)c1C | -4.8%
COc1ccc2c(c1)NP(=S)(Oc1ccccc1)N2 (configuration not stated) | 3.2%[57.5 µM]
O=C(O)CC1OCC=C2CN3CCC45c6ccccc6NC4C1C2CC35 (configuration not stated) | -0.1%[57.5 µM]
COc1ccccc1CN1CCCCC1c1cccnc1 (configuration not stated) | -4.5%[57.5 µM]
CN1C[C@@H]2C[C@@H](c3cccn3-c3ccccn3)N3CCC[C@@]23C1=O | -3.5%
CCCCn1c(O)c(/C(C)=N/NC(=O)Nc2ccccc2)c(=O)[nH]c1=O | -5.9%[57.5 µM]
C=CCc1cc(C)ccc1OCCCC(C(=O)OCC)C(=O)OCC | ?
O=P1(N(CCCl)CCCl)NCCCO1 (configuration not stated) | 2.3%&2.2%
S=C1Nc2ccccc2Sc2ccccc21 | 0.6%
CC(C)Sc1nnc(OC(=O)N(C)C)n1-c1ccccc1 | -1.2%[57.5 µM]
COc1ccc(/C=C2\C(=O)NC(=O)N(CCC3=CCCCC3)C2=O)c(OC)c1 | 8.1%
COc1ccc(/C=C2\C(=O)NC(=O)N(Cc3ccccc3)C2=O)c(OC)c1OC | 5.1%
CCOCCc1c(O)[nH]c(=S)[nH]c1=O | 5.7%
Cc1ccc(/C=C2\C(=O)NC(=S)N(c3ccccc3F)C2=O)s1 | 20µM*
CC(=O)OC1C2C(OC(=O)Cc3ccccc3)C(C)CC2(OC(C)=O)C(=O)/C(C)=C/C2C(CC[C@@]13CO3)C2(C)C (some centres not stated) | 13.2%
Oc1ccc2c3c1O[C@H]1c4[nH]c5ccccc5c4C[C@@]4(O)C(C2)N(CC2CC2)CCC314 (some centres not stated) | 15.6%
The list continues.
SMILES | ERK EGF inh
C=CCN1C[C@@H](C)N([C@H](c2ccc(C(=O)N(CC)CC)cc2)c2cccc(OC)c2)C[C@@H]1C | 2.1%
CCCCn1c(N)c(N(CCOC)C(=O)CN2CC=C(c3ccccc3)CC2)c(=O)[nH]c1=O | -8.7%
CC[C@@H]1CN2CCc3cc(OC)c(OC)cc3[C@@H]2C[C@@H]1C[C@H]1NCCc2cc(OC)c(OC)cc21 | -7.5%
Cc1nn(Cc2ccc(Cl)cc2Cl)c(Cl)c1C(=O)O | -1.3%
CCCCS(=O)(=O)N1CCN(C(=N)N[N+](=O)[O-])CC1 | -3.6%
CC(=O)OC1N=C(c2ccccc2Cl)c2cc(Br)ccc2NC1=O (configuration not stated) | ?
O=C1CC[C@@]2(O)[C@H]3Cc4ccc(O)c5c4[C@@]2(CCN3CC2CC2)[C@@H]1O5 | -5.6%
CCCCN(CC)c1c([N+](=O)[O-])cc(C(F)(F)F)cc1[N+](=O)[O-] | ?
NCC[C@H](O)C(=O)N[C@H]1C[C@@H](N)[C@@H](O[C@H]2O[C@@H](CN)[C@@H](O)[C@@H](O)[C@@H]2N)[C@@H](O[C@H]2O[C@@H](CO)[C@@H](O)[C@@H]2O)[C@@H]1O | 6.4%[25.7 µM]
COc1c(O)ccc2c1-c1c3c(cc4c1C(C2)N(C)CC4)OCO3 (configuration not stated) | -1.6%
O=C1NC(=O)N(c2ccccc2)C(=O)/C1=C/c1ccoc1 | 7.5%
Cn1c(O)c(N=Nc2cccc(S(=O)(=O)N3CCOCC3)c2)c(=O)n(C)c1=O | -1.1%
Cc1cc(N2CCOCC2)ccc1/C=C1\C(=O)NC(=O)N(c2ccccc2)C1=O | 0.0%
CC(=O)c1c(C)n(Cc2ccccc2Cl)c2ccc(O)cc12 | -6.8%
O=C(O)Cn1cc(/C=C2\C(=O)NC(=O)N(Cc3ccco3)C2=O)c2ccccc21 | 8.8%
Clc1ccc(COC(Cn2ccnc2)c2ccc(Cl)cc2Cl)cc1 (configuration not stated) | 28.2µM*
COC(=O)[C@@]1(Cc2ccccc2)[C@H]2c3cc(C(=O)N(C)C)[nH]c3C[C@H]2CN1C(=O)c1ccccc1 | -8.5%
O=C(Nc1ccc(F)cc1F)c1cccn(Cc2ccccc2)c1=O | 1.6%
Nc1ncn[nH]1 | 5.2%
C/C(=N\Nc1ccccc1)c1c(O)n(-c2ccccc2)c(=O)[nH]c1=O | -8.8%[57.5 µM]
O=c1[nH]c(=S)n(CCC2=CCCCC2)c(O)c1/C=N/N1CCOCC1 | 2.1%[57.5 µM]
Cc1cc(Cl)ccc1C(=O)C1CCCN(Cc2ccon2)C1 (configuration not stated) | -1.6%
O=C1NC(=O)C2=Cc3ccc(O)cc3OC2(O)N1 (configuration not stated) | 5.6%
COc1cc2c(cc1OC)-c1c(OC)c(OC)c(CO)c3c1C(C2)N(C)CC3 (configuration not stated) | -4.9%
CN1CCN(C(=O)O[C@@H]2c3nccnc3C(=O)N2c2ccc(Cl)cn2)CC1 | 1.0%
More structures follow.
SMILES | ERK EGF inh
O=C(COc1ccccc1)N1CCN(C2CC3CCC2C3)CC1 (configuration not stated) | -3.9%
C[C@@H](N)Cc1cnc[nH]1 | 8.8%&-20.9%
O=C1NC(=O)N(c2ccc(Br)cc2)C(=O)/C1=C/c1ccsc1 | -11.7%[57.5 µM]
COc1ccc(C(=O)C2CN(C)CC2c2ccc(Cl)cc2)cc1 (configuration not stated) | 2.3%
COc1ccc(-n2c(O)c(/C=C/C=Nc3ccccc3)c(=O)[nH]c2=O)cc1 | 0.8%
ClC1=C(Cl)C2(Cl)C3C4C=CC(C4)C3C1(Cl)C2(Cl)Cl (configuration not stated) | 19.1%
CC(=NCCN1CCCCC1)c1c(O)n(-c2ccccc2)c(=O)[nH]c1=O | 13.7%[57.5 µM]
CCOC(=O)CSCCOc1ccc(C=C2C(=O)NC(=O)NC2=O)cc1OC | -15.4%
CCCCC1(CN2CCCC2=O)C(=O)NC(=O)NC1=O | 9.4%
COc1ccc(C(=O)c2nc3ccccc3n2C(C)C)cc1 | -1.9%
COc1ccc(C(=O)C2CCCN(C3CSCCSC3)C2)c(OC)c1 (configuration not stated) | -15.4%
O=P1(Oc2ccccc2)OCCCS1 (configuration not stated) | -10.8%[57.5 µM]
OC(CCNCCc1c[nH]c2ccccc12)C(F)(F)Cl (configuration not stated) | -7.5%
CCN(CC)C(=O)c1ccc(NC(=O)COc2ccc([N+](=O)[O-])cc2Cl)cc1 | 2.0%
C=C1C(=O)O[C@H]2C[C@@H](C)[C@@H]3C=CC(=O)[C@@]3(C)C[C@H]12 | 0.7%[57.5 µM]
CCOP(=S)(OCC)Oc1cc(C)oc(=O)c1Cl | 13.2%[57.5 µM]
CCCC[N+]12CCC(CC1)C(=C(c1ccccc1)c1ccccc1)C2 | 8.5%
NCC(CP(=O)(O)O)c1ccc(Cl)cc1 (configuration not stated) | -7.2%
Cc1cccc(N2C(=O)NC(=O)/C(=C/c3ccc(N4CCOCC4)cc3)C2=O)c1 | -1.5%
CCOC(=O)c1ncn2c1CN(C)C(=O)c1cc(N=[N+]=[N-])ccc1-2 | 2.5%
COc1cccc(CCNCc2ccc(SC)cc2)c1 | 0.0%
CN(C)CC1CSCCC1(O)c1ccc(C(F)(F)F)cc1 (configuration not stated) | 9.3%
O=C(Nc1c(F)cc(F)cc1F)c1cccn(Cc2ccccc2)c1=O | -10.2%
O=[N+]([O-])c1ccc(O)c([N+](=O)[O-])c1 | 9.6%
Cc1cccc(N2C(=O)NC(=O)/C(=C\c3ccc4c(c3)CCCN4Cc3ccccc3)C2=O)c1 | -1.0%

Among those listed so far, these have a thiophene ring, fused or not:
SMILES | ERK EGF inh
CCOC(=O)c1c(/N=C/C2C(=O)NC(=S)NC2=O)sc2c1CCC2 | -1.5%
CCOC(=O)c1c(/N=C/C2C(=O)NC(=S)NC2=O)sc(C)c1C | -4.8%
Cc1ccc(/C=C2\C(=O)NC(=S)N(c3ccccc3F)C2=O)s1 | 20µM*
O=C1NC(=O)N(c2ccc(Br)cc2)C(=O)/C1=C/c1ccsc1 | -11.7%[57.5 µM]

Later entries.
SMILES | ERK EGF inh
CN1C[C@H](CO)C=C2c3cccc4[nH]cc(c34)C[C@@H]21 | 15.7%[25.7 µM]
CC(=NCCCO)c1c(O)[nH]c(=O)[nH]c1=O | -5.7%[57.5 µM]
O=C(Oc1ccccc1)N1CCC2(CCN(Cc3ccncc3)CC2)CC1 | -0.2%
NC(CCCCCP(=O)(O)O)C(=O)O (configuration not stated) | -5.3%
CSc1nc(NC(C)C)nc(NC(C)C)n1 | 14.5%
CN1CCN(C(=O)COc2ccc(N(C)S(=O)(=O)c3ccc(F)cc3)cc2)CC1 | 5.4%
Cc1ccc(Cn2c(C)c3cnn(CC(=O)N4CCC5(CC4)OCCO5)c(=O)c3c2C)cc1 | 0.6%
O=C(c1ccc(N2CCCCCC2)c([N+](=O)[O-])c1)N1CCC2(CC1)OCCO2 | -9.2%
CC(=O)c1cc(C(C)=O)c(C)[n+](C)c1C | -1.6%[57.5 µM]
O=C(CSC1c2ccccc2-c2ccccc21)N/N=C/c1ccc(C(=O)O)cc1 | -1.3%
O=C1NC(=O)C(=Cc2ccc(-c3ccccc3[N+](=O)[O-])o2)C(=O)N1 | 5.5%[57.5 µM]
O=C(NCNC(=O)N[C@H]1C(=O)NC(=O)N1CO)N[C@H]1C(=O)NC(=O)N1CO | 2.7%[25.7 µM]

Among those listed so far, these have an aryl thioether with sulfur outside any ring.
SMILES | ERK EGF inh
CC(C)Sc1nnc(OC(=O)N(C)C)n1-c1ccccc1 | -1.2%[57.5 µM]
COc1cccc(CCNCc2ccc(SC)cc2)c1 | 0.0%
CSc1nc(NC(C)C)nc(NC(C)C)n1 | 14.5%

Entries shown so far with a CF3 group (2):
SMILES | ERK EGF inh
CCCCN(CC)c1c([N+](=O)[O-])cc(C(F)(F)F)cc1[N+](=O)[O-] | ?
CN(C)CC1CSCCC1(O)c1ccc(C(F)(F)F)cc1 (configuration not stated) | 9.3%

Assay outcomes as filed in PubChem.
